Mtb BioA inh: BioA (M. tuberculosis) enzyme inhibition; 360,000 tested, 0.096% active; purified M. tuberculosis BioA enzyme, plate reader; inhibition, % at 9.99 µM; in the data active = inhibition above about 40%; inconclusive = no clear call, values can overlap the other calls
Rv3671c inh: Rv3671c (M. tuberculosis) protease inhibition; P9WHR9; inhibition, % at 5.96 µM; 320,000 tested, 0.048% active; in the data active = inhibition above about 38%;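 note: extracellular domain of Rv3671c used as enzyme; 0% = enzyme with DMSO and 100% = no enzyme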
Target sequence (P9WHR9 whole entry, looked up, the tested form may be a part): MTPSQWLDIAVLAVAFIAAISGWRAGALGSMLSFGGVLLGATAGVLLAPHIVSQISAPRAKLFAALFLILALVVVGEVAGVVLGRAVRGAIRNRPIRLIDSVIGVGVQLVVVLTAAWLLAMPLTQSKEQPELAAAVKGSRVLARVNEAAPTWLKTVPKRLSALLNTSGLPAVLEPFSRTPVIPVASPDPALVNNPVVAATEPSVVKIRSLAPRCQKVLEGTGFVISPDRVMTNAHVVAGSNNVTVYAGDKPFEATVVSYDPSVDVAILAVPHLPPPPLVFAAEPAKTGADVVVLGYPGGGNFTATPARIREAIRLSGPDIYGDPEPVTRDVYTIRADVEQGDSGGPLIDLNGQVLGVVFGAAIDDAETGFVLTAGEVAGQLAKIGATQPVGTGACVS
Mtb FBA inh: inhibits M. tuberculosis FBA enzyme; P9WQA3; purified M. tuberculosis FBA, fluorescence read-out; inhibition, % at 1 µM; 360,000 tested, 2.3% active; AID 588726; in the data active = inhibition above about 27%;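 note: 0% = vehicle and 100% = reference inhibitor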
Target sequence (P9WQA3 whole entry, looked up): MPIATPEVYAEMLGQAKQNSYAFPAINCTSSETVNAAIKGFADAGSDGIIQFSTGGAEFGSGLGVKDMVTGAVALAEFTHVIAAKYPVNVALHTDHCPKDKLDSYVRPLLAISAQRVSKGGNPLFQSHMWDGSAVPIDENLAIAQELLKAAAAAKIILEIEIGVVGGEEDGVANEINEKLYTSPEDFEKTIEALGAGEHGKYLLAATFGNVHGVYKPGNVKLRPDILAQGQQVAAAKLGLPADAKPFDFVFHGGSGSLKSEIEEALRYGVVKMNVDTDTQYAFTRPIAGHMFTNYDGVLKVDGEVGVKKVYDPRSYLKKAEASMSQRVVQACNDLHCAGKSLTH
GDH-TPI counter: counter-screen for M. tuberculosis FBA inhibitors: GDH-TPI coupled enzymes | 360,000 tested, 1.2% active | AID 588335 | inhibition, % at 4.8 µM | GDH-TPI coupled enzyme counterscreen, NADH absorbance; in the data active = inhibition above about 30%;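 note: 0% = DMSO wells and 100% = wells lacking the enzyme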
PrPC surface inh: inhibitors of human cell surface prion protein PrPC | P04156 | TR-FRET read-out | inhibition, % at 13.8 µM | 370,000 tested, 0.43% active; in the data active = inhibition above about 24%; note: 0% = median of the test wells and 100% = reference compound wells
BoNT F protease: blocks Botulinum neurotoxin F light chain protease | inhibition, % at 10 µM | 360,000 tested, 0.22% active | AID 588497 | Multiplex microsphere protease cleavage assay, flow cytometry; in the data active = inhibition above about 35%, passing the limit was not always enough; inconclusive = no clear call, values can overlap the other calls; note: plate controls were buffer without enzyme for full effect and enzyme alone for no effect
MazF activator: MazEF (E. coli) toxin RNase activation. 350,000 tested, 0.32% active. activation, % at 20 µM. FAM/BHQ RNA-DNA oligo cleavage fluorescence, 5 h; in the data active = activation above about 50%
Target sequence (P0AE70 whole entry, looked up): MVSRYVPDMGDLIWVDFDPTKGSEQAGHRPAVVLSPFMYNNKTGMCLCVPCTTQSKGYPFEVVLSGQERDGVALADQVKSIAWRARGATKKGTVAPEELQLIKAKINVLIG
FadD28 binding: blocks FadD28 binding to the bisubstrate probe; fluorescence polarization; inhibition, % at 12.5 µM; 360,000 tested, 0.22% active; in the data active = inhibition above about 8.5%, passing the limit was not always enough; inconclusive = no clear call, values can overlap the other calls
UGM FP inh: inhibitors of M. tuberculosis UDP-galactopyranose mutase. P9WIQ1. purified UGM, fluorescence polarization probe displacement. inhibition, % at 10 µM. 320,000 tested, 0.06% active. AID 504406; in the data active = inhibition above about 10%, passing the limit was not always enough; inconclusive = no clear call, values can overlap the other calls
Starred values were filed as active, the others as inactive; ? = inconclusive; . = not tested or not shown; & = joins results of further samples.

SMILES | Mtb BioA inh | Rv3671c inh | Mtb FBA inh | GDH-TPI counter | PrPC surface inh | BoNT F protease | MazF activator | FadD28 binding | UGM FP inh
COc1ccc2c(c1)CCO[C@]21O[C@H](CCO)C[C@H](O)[C@H]1O | -0.8 | . | 3 | 20 | -6 | -2 | 1 | 0.2 | .
Cc1c(C(=O)NCCSCc2cccc(C(F)(F)F)c2)cnn1-c1ccc(F)cc1 | 0.4 | -6 | -2 | 1 | -2 | ? | 3 | -3.6 | 3.3
COc1cccc(Oc2ccc3nnc(C(F)(F)F)n3n2)c1 | . | 5 | 3 | -1 | 6 | -5 | -6 | -2.7 | -0.6
C=CCNc1nc(-c2cc3ccccc3o2)cs1 | -0.5 | 3 | -1 | 9 | 4 | -14 | 8 | 0.4 | 0.9
CCOc1ccccc1Nc1nc(-c2sc(C)nc2C)cs1 | . | 3 | 4 | 4 | -3 | 41* | -3 | -0.6 | 0.8
CCOC(=O)Cc1csc(NC(=O)C(C)Oc2ccc3c(C)cc(=O)oc3c2)n1 (stereo not given) | 1.6 | 6 | 8 | 5 | 7 | 1 | 9 | -0.5 | -0.8
CC(C)c1ccc(NC(=S)N2CCCC2)cc1 | -5.8 | -2 | 10 | 0 | 2 | 2 | -1 | 0.7 | -2.1
COCCNC(=O)C1CCN(Cc2cccc(OCc3ccccc3)c2)CC1 | -0.7 | 1 | 1 | 3 | 0 | -15 | -31 | -0.9 | -0.7
O=C(NC1CCOc2ccccc21)c1ccccn1 (stereo not given) | 3.4 | -4 | -1 | -1 | 1 | 5 | 4 | -0.8 | 1.8
Cc1ccc(CNC(=O)c2ccc([N+](=O)[O-])o2)cc1 | -1.0 | 9 | 2 | 10 | -14 | . | 7 | 1.4 | 1.6
COc1ccc(C(=O)Nc2cc(C)nn2-c2ccc(C)cc2)cc1 | -0.4 | 8 | -2 | 5 | -3 | 11 | 2 | -2.2 | 0.8
COc1c(C)cccc1C(=O)Nc1ccc(OCC(=O)N2CCOCC2)cc1C | -0.1 | -10 | -2 | 3 | -6 | 5 | 2 | -2.9 | 1.4
O=C(CCc1ccccn1)N1CCCC(Nc2ccc(F)cc2)C1 (stereo not given) | 0.5 | -5 | 3 | 2 | -2 | 5 | -8 | 0.4 | -1.4
CN(c1ccc(C(=O)NCc2cccnc2)cc1)S(C)(=O)=O | -0.8 | 1 | 0 | 3 | -5 | 1 | 11 | -1.4 | 1.8
COC(=O)c1c(NC(NC(=O)c2ccccc2)(C(F)(F)F)C(F)(F)F)sc2c1CCN(C)C2 | -0.5 | 7 | 2 | 12 | -6 | -5 | 1 | -3.8 | -0.5
Cc1cccc(-n2c(C)cc(/C=N/NC(=O)c3ccc(CN4CCOCC4)cc3)c2C)c1 | . | -4 | 1 | 45* | . | -9 | 3 | -2.5 | -0.1
OCC1(Cc2ccccc2)CCN(Cc2cc3ccccc3o2)CC1 | 4.2 | -5 | -3 | -5 | -1 | -9 | -7 | -1.2 | -0.3
NC(=O)c1nsc(C(=O)N(Cc2ccccc2Cl)C(C(=O)NCC2CCCO2)c2ccc(O)cc2)c1N (stereo not given) | 0.9 | . | 6 | 6 | -8 | -5 | 8 | . | .
Cc1ccc(S(=O)(=O)N2CCCCC2)cc1NC(=O)COC(=O)Cc1c(F)cccc1Cl | 4.3 | -15 | 1 | 7 | 3 | -3 | -1 | -2.9 | -0.9
CC1CCN2c3nc4ccccn4c(=O)c3CC3(C(=O)N(C)C(=O)N(C)C3=O)C2C1 (stereo not given) | -3.9 | -4 | 4 | 8 | -2 | -2 | -10 | 0.4 | -0.4
CC(C)(C)c1nc(N2CCN(C(=O)c3ccco3)CC2)c2nnn(Cc3ccccc3)c2n1 | 1.9 | -7 | -5 | -13 | -1 | -5 | -2 | -3.7 | 0.5
COc1ccc(Cc2nc3ccc(C(=O)N(C)Cc4cc(C)[nH]n4)cc3o2)cc1OC | . | 7 | -2 | 1 | 2 | 6 | 3 | 0.2 | -0.8
O=C(Cn1nnc2ccccc21)OCc1ccccc1 | . | -3 | -1 | -7 | -2 | 1 | -3 | -1.5 | -0.1
O=C(NCC(c1ccco1)N1CCc2ccccc2C1)C(=O)Nc1ccccc1F (stereo not given) | -0.1 | -1 | -3 | -3 | 1 | -4 | -5 | -3.9 | 0.5
CC1Cc2ccccc2N1C(=O)CN1C(=O)NC(C)(c2ccc3c(c2)OCCO3)C1=O (stereo not given) | 5.8 | -1 | -2 | 2 | 4 | 4 | -4 | -4.6 | 0.6

Later entries
SMILES | Mtb BioA inh | Rv3671c inh | Mtb FBA inh | GDH-TPI counter | PrPC surface inh | BoNT F protease | MazF activator | FadD28 binding | UGM FP inh
CCC(C)C(=O)Nc1nc2ccc(S(C)(=O)=O)cc2s1 (stereo not given) | . | 5 | 7 | 4 | 1 | 9 | -1 | -2.7 | -0.6
O=C(CSc1nc2ccccc2c(=O)n1-c1ccc(F)cc1)Nc1ccc(C(=O)O)cc1 | -0.4 | -7 | 4 | 9 | 4 | 19 | 1 | -1.8 | 1.2
O=C(Nc1ccc(Cl)c(C(F)(F)F)c1)C1Cc2c(-c3ccccc3)ccnc2O1 (stereo not given) | -0.8 | . | 1 | 10 | 0 | -1 | . | -0.8 | .
O=C(Nc1ccc(F)cc1)c1ccc(C(=O)N2CCCC(O)C2)cc1 (stereo not given) | 0.5 | -2 | 5 | 11 | -3 | 0 | 13 | -0.1 | -1.4
CCCNC(=O)CN(Cc1ccccc1F)S(=O)(=O)c1ccc(C)cc1 | -1.3 | -2 | -1 | -4 | 2 | -3 | -3 | -4.5 | -2.9
O=C(CCC(=O)Nc1ccccc1)NNC(=O)COc1ccccc1 | -2.1 | -5 | 0 | -6 | 0 | 8 | 0 | -1.5 | -1.2
CCOc1ccc(N2C(=O)C3C(c4ccccc4F)NN(C(=O)c4ccc(C)cc4)C3C2=O)cc1 (stereo not given) | -1.1 | 3 | 4 | 12 | 4 | -2 | 1 | -1.0 | -0.1
Cc1ccc(Nc2nc(N)nc(CSC(=S)N3CCOCC3)n2)cc1 | . | 2 | -1 | -1 | -9 | 11 | -1 | -2.8 | 1.3
CCN1CCN(C(=O)c2cn(CC)c3ccc(S(=O)(=O)N(C)C)cc3c2=O)CC1 | 0.0 | -5 | -1 | 25 | 4 | -7 | -14 | 0.2 | 3.8
O=C1CCCN1CCCNc1nc(NCc2cccs2)nc2ccsc12 | 2.2 | . | 0 | 3 | -9 | -1 | . | -4.6 | .
CC(CNC(=O)c1cc(COc2ccc3ncccc3c2)on1)c1ccccc1 (stereo not given) | -1.3 | -7 | 1 | 2 | 25* | -7 | -3 | -1.8 | -0.1
CNS(=O)(=O)c1cc(OC)c(OC)cc1CC(=O)OC | . | 9 | -2 | 0 | 9 | 2 | 12 | -1.9 | -1.4
COc1ccc([N+](=O)[O-])cc1C(=O)Nc1ccc(OCC(=O)N2CCOCC2)cc1 | . | -9 | -4 | 4 | -19 | -2 | 0 | -2.6 | -4.2
COC1=C(Br)C(=O)c2ncccc2C1=O | . | . | -8 | 8 | -34 | -6 | 6 | 2.3 | .
S=c1[nH]nc(-c2cccs2)n1Cc1ccccc1 | . | 4 | 28* | -1 | -9 | -2 | -4 | -1.1 | 1.3
O=[N+]([O-])c1cc2c(cc1CNCCc1ccc3c(c1)OCO3)OCO2 | -0.2 | 1 | 1 | 23 | -2 | -10 | 7 | -2.1 | -1.3
CN1CCN(C(=O)NC2CCCN2S(=O)(=O)c2ccc(Cl)cc2)CC1 (stereo not given) | . | -1 | 2 | 4 | 2 | -2 | 6 | -0.2 | -1.5
O=C(CCCNc1ccccc1)N/N=C/c1cccs1 | . | -5 | 0 | 5 | 6 | 1 | 1 | -0.4 | 0.4
COC(=O)c1ccc(-c2nc(O)c(C)s2)cc1 | 0.0 | -3 | -1 | 3 | 4 | -2 | -3 | -0.5 | -4.2
COc1cc(/C=N/NC(=O)COc2ccccc2[N+](=O)[O-])ccc1OC(=O)c1ccco1 | . | 9 | -1 | 2 | -4 | -18 | -2 | -1.1 | -1.4
Cc1ccc(-n2c(=O)[nH]cc(C(=O)Nc3ccc4c(c3)OCCO4)c2=O)cc1 | . | -4 | -2 | 1 | 6 | -14 | -7 | -2.4 | 1.0
CCO[C@H]1OC(C(=O)NC2CC2)=C[C@@H](c2ccccc2)[C@@H]1CCCO | -1.7&0.2 | 0 | -1 | 4 | 0 | 3 | 4 | -2.1 | -0.2
O=C(COc1ncnc2ccccc12)Nc1cc([N+](=O)[O-])ccc1Cl | 0.2 | 10 | 0 | 0 | 0 | 4 | 14 | 1.3 | 3.0
O=C1SC(SCc2ccccc2)=N/C1=C\c1ccc(C(=O)O)cc1 | . | 6 | 4 | 5 | 0 | -4 | -28 | 0.6 | 2.2
O=C(Nc1cccc(F)c1)c1cccnc1NCCc1ccccc1 | . | -27 | 3 | 3 | 6 | -5 | -3 | -3.6 | -1.9

Entries of single compounds, quoted from the list.
`CCOc1ccc(N2C(=O)C3C(c4ccccc4F)NN(C(=O)c4ccc(C)cc4)C3C2=O)cc1` (stereo not given) is listed with Mtb BioA inh: -1.1; Rv3671c inh: 3; Mtb FBA inh: 4; GDH-TPI counter: 12; PrPC surface inh: 4; BoNT F protease: -2; MazF activator: 1; FadD28 binding: -1.0; UGM FP inh: -0.1
`O=C1CCCN1CCCNc1nc(NCc2cccs2)nc2ccsc12` is listed with Mtb BioA inh: 2.2; Rv3671c inh: .; Mtb FBA inh: 0; GDH-TPI counter: 3; PrPC surface inh: -9; BoNT F protease: -1; MazF activator: .; FadD28 binding: -4.6; UGM FP inh: .

By substructure, those above containing a Cl atom
SMILES | Mtb BioA inh | Rv3671c inh | Mtb FBA inh | GDH-TPI counter | PrPC surface inh | BoNT F protease | MazF activator | FadD28 binding | UGM FP inh
NC(=O)c1nsc(C(=O)N(Cc2ccccc2Cl)C(C(=O)NCC2CCCO2)c2ccc(O)cc2)c1N (stereo not given) | 0.9 | . | 6 | 6 | -8 | -5 | 8 | . | .
Cc1ccc(S(=O)(=O)N2CCCCC2)cc1NC(=O)COC(=O)Cc1c(F)cccc1Cl | 4.3 | -15 | 1 | 7 | 3 | -3 | -1 | -2.9 | -0.9
O=C(Nc1ccc(Cl)c(C(F)(F)F)c1)C1Cc2c(-c3ccccc3)ccnc2O1 (stereo not given) | -0.8 | . | 1 | 10 | 0 | -1 | . | -0.8 | .
CN1CCN(C(=O)NC2CCCN2S(=O)(=O)c2ccc(Cl)cc2)CC1 (stereo not given) | . | -1 | 2 | 4 | 2 | -2 | 6 | -0.2 | -1.5
O=C(COc1ncnc2ccccc12)Nc1cc([N+](=O)[O-])ccc1Cl | 0.2 | 10 | 0 | 0 | 0 | 4 | 14 | 1.3 | 3.0

(continued)
SMILES | Mtb BioA inh | Rv3671c inh | Mtb FBA inh | GDH-TPI counter | PrPC surface inh | BoNT F protease | MazF activator | FadD28 binding | UGM FP inh
COc1cc(-c2ccc(NC(C)=O)c(OC)c2)ccc1NC(C)=O | 0.2 | 8 | 0 | 3 | -4 | ? | 1 | -3.6 | -0.9
Cc1ccccc1/C=C/c1nc2ccccc2c(=O)[nH]1 | . | -13 | -4 | 34* | 12 | 5 | -8 | -3.6 | 1.4
Cc1cccc(-c2n[nH]c(=S)n2C)c1 | . | -7 | 2 | 1 | -14 | -4 | 2 | -0.1 | 4.2
CC(C)OCCCNC(=O)c1ccc(CN2CCc3ccccc3C2)cc1 | -0.5 | -6 | -3 | 6 | -3 | 2 | 4 | -4.9 | 0.7
COCCOC(=O)c1nccnc1C(=O)Nc1ccc(S(=O)(=O)N2CCOCC2)cc1 | -0.1 | 1 | 2 | 7 | 4 | -3 | 5 | -2.6 | 2.9
COC(=O)C1=C(c2ccc(Cl)c(C(F)(F)F)c2)C[C@@H]2CC[C@H]1N2C(=O)N1CCC(O)(c2ccc(Cl)cc2)CC1 | -1.3 | -11 | 0 | 9 | 1 | -4 | 1 | -5.3 | -1.7
